Compound activity as filed in PubChem BioAssay.
MT stabilizer – microtubule stabilizers in HeLa cells, primary screen, imaging, high-content imaging. HeLa tubulin immunostaining HCS, 24 h; share of cells brighter than vehicle mean+2SD. % tubulin-high responders, % at 10 µM. hit rate 0.83% among 200,000;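 active means plate Z-score above 3 for both tubulin-high and condensed-nucleus cell shares, with cell loss under 80%, at 10 µM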;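 further: anti alpha tubulin signal scored within the nucleus-defined area of each cell; some results filed as inactive read as strong as hits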
Hep lipid drop – inhibitors of hepatocyte lipid droplet formation, primary screen, imaging, high-throughput imaging, BODIPY stain; AML12 mouse hepatocytes, oleate lipid droplets; inhibition, % at 6.5 µM; AID 1656, 2009; hit rate 0.4% among 240,000;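 active means lipid droplet intensity inhibited by at least 50%, with more than 500 cells counted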
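Assay system: AML12 mouse liver cells | Compound dosing: One dose, 6.5 µM compound | Read-out basis: Droplet intensity reduction, % inhibition | Measured by: Fluorescence imaging, 20x objective, two fields per well | Schedule: Overnight treatment with compound plus oleate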
bCat nuc transl – modulators of beta-catenin nuclear translocation, primary screen, imaging, HeLa cells, immunofluorescence, high-content | nuclear translocation activity, % at 5 µM | hit rate 0.3% among 190,000;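 active means nuclear translocation activity above 50% at 5 µM, with a well cell count of 50 or more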;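 further: per-cell ratio of nuclear to cytoplasmic median beta-catenin stain intensity; plate controls were DMSO negative control for no effect and GSK-3 inhibitor IX positive control for full effect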
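assay system = human HeLa cells, endogenous beta-catenin | times = compound treatment 24 h, 37°C, 5% CO2 | detection = Anti-beta-catenin immunofluorescence on PFA-fixed, Triton-permeabilized cells, DAPI nuclei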
Dynein transport – inhibitors of GR-EGFP nuclear translocation, primary screen, dynein cargo transport inhibitor project, imaging, high-content, 3617.4 mouse cells; test concentration mostly 20 µM; stimulated with dexamethasone, 1 µM; hits give low values; z-score, hits read low; hit rate 0.47% among 220,000;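 active means plate z-score of nuclear minus cytoplasmic receptor signal below a set negative limit, without overly bright fluorescence or cell loss, cut at about -3.5 in these data, passing the limit was not always enough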;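 further: z-score of nuclear minus cytoplasmic ring GR-EGFP intensity difference per well; some compounds called inactive have numbers as strong as hits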
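Medium: Induction medium lacking tetracycline, stripped serum | Probe or stimulus: 1.0 µM final dexamethasone stimulus | Schedule: 48 h induction, then 1 h compound, then 30 min agonist, 37 °C | Signal: Automated 10x imaging of fixed Hoechst-stained cells | Evaluation: Per-cell GR-EGFP intensity, nucleus versus surrounding cytoplasmic ring, well-averaged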
T cell modulator – modulators of CD8 T cell-vesicle binding, primary screen, mouse 2C CD8+ T cells, flow cytometry; 2C CD8+ T cell-vesicle binding; hits give low values; calls only at 7 µM; hit rate 0.068% among 330,000; AID 2052, 2009;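 active means response, share of CD8 T cells binding vesicles, and their 90th percentile fluorescence all below set limits, cut at about 80% in these data, passing the limit was not always enough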
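Incubation: binding step 1.5 h, 37 °C, antibody labelling 20 min, ice; system: murine 2C transgenic CD8+ T lymphocytes; technique: cytometric PE anti-B7-1 and Alexa647 anti-CD8 signals after 1% paraformaldehyde fixation; also added: QL9-charged Drosophila Ld/ICAM-1/B7-1 vesicles; control set: naked versus QL9-loaded vesicles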
CSM14.1 death rescue – rescue of cells from ER stress-induced death, primary screen, 384-well, CSM14.1, thapsigargin, ATP luminescence (AID 1222); one-dose cellular ATP content (survival), % at 20 µM; EC50 in µM for titrated hits; CSM14.1 thapsigargin-induced death rescue, ATP luminescence; higher % means a stronger effect; 190,000 tested, under 10 active;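 active means EC50 below 50 µM in the dose-response confirmation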;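 further: death triggered by thapsigargin at about 15 µM added after 2 h compound pretreatment; cell ATP read after overnight thapsigargin exposure of roughly 18 to 22 hours; normalized against plate controls of thapsigargin alone and 5% DMSO vehicle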
Ins promoter up – insulin promoter activators in MIN6 cells, imaging, high-content screening, mouse beta cells. MIN6 insulin promoter-GFP reporter; hits give high values. z-score at 5 µM. hit rate 0.3% among 190,000;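 active means z-score above 3 at 5 µM with at least 500 cells counted in the well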
Autophagy HCS – autophagy modulators in MEF cells, primary screen, imaging, high-content, MEF GFP-LC3; MEF GFP-LC3 puncta imaging; test concentration mostly 10 µM; calls only at 10 µM (by protocol); hit rate 0.98% among 190,000; AID 463193, 2010;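 active means percentage of spot-positive cells more than 3 SD above its plate mean, without a fluorescence outlier flag or 80% toxicity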;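 further: spot-positive cell cutoff set from DMSO-treated cells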
PhoP inhibition – inhibitors of PhoP regulon expression, primary screen, Salmonella Typhimurium, GFP reporter (AID 1863); inhibition, % at 50 µM, or IC50 in µM where a hit was titrated; hit rate 0.16% among 300,000; S. Typhimurium PhoP-regulated promoter GFP reporter, 4 h; higher % means a stronger effect;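 active means inhibition over 29.93%, a cutoff 3 SD above the screen mean, later confirmed by dose response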;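 further: 0% = low Mg2+ inducing control and 100% = high Mg2+ repressing control; strong numbers were not always called active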
Dynein transport cytoplasmic EGFP – further read-out of Dynein transport, marked with its call; z-score; measured here: cytoplasmic GR-EGFP intensity; hits give high values
Dynein transport nuclear GR-EGFP – second read-out of Dynein transport, no call of its own (marks repeat the call); z-score; measured here: nuclear GR-EGFP intensity;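 lower value marks the stronger effect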
Dynein transport cell count – also measured in Dynein transport; calls as there; z-score; measured here: cell count per field
Ins promoter up cell count – recorded beside Ins promoter up, whose call it bears; cell count; measured here: cytotoxicity, nuclei count;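 total cells summed across four imaged fields per well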
Hep lipid drop cells 6.5 µM – also measured in Hep lipid drop; calls as there; cell count; measured here: cell count, cytotoxicity flag;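 cells counted across two imaged fields per well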
bCat nuc transl cell count 5 µM – also measured in bCat nuc transl; calls as there; cell count; measured here: cell count, cytotoxicity flag
T cell modulator vesicle-bound % – also measured in T cell modulator; calls as there; double positive events, %; measured here: CD8+ vesicle-bound cell fraction;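 binding gate set so that unloaded-vesicle control wells show 10% double positive cells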
MT stabilizer Hoechst-high % – also measured in MT stabilizer; calls as there; % Hoechst-high responders; measured here: nuclear condensation Hoechst responders;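 share of cells brighter than vehicle mean plus two SD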
MT stabilizer cytotoxicity % – second read-out of MT stabilizer, no call of its own (marks repeat the call); toxicity, %; measured here: cytotoxicity by cell density;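 0% = mean cell density of plate MIN control wells and 100% = no cells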
Autophagy HCS cell loss 18 h – recorded beside Autophagy HCS, whose call it bears; toxicity, %; measured here: cell loss, nuclei count;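 cell loss after 18 h compound exposure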
Active calls of the source: *; i = inactive; nt = no result given. Random draw from the library (roughly 3% active in at least one column).

Start of the listing, in advance (8 entries):
SMILES | MT stabilizer | MT stabilizer Hoechst-high % | MT stabilizer cytotoxicity % | Hep lipid drop | Hep lipid drop cells 6.5 µM | bCat nuc transl | bCat nuc transl cell count 5 µM | Dynein transport | Dynein transport cytoplasmic EGFP | Dynein transport nuclear GR-EGFP | Dynein transport cell count | T cell modulator | T cell modulator vesicle-bound % | CSM14.1 death rescue | Ins promoter up | Ins promoter up cell count | Autophagy HCS | Autophagy HCS cell loss 18 h | PhoP inhibition
O=C(/C=C/c1ccco1)NC(=S)Nc1ccc(N2CCOCC2)c(Cl)c1 | 48* | 23* | 27* | nt | nt | -0.2 | 1356 | 0.26 | -0.21 | 0.49 | 0.1 | i | 59 | -0.3% | -0.77 | 1429 | i | 8 | -3%
COc1cccc(NC(=O)c2cccnc2)c1 | 5.0 | 3.5 | 11 | nt | nt | 3.2 | 868 | -0.034 | -0.22 | 0.14 | -0.32 | i | 15 | 0.3% | 1.8 | 1212 | i | -35 | 4%
S=c1[nH]nc(Nc2ccccc2Cl)s1 | 6.1 | 1.5 | 3.3 | -1 | 711 | 0.6 | 1060 | 0.23 | -0.26 | -0.043 | -0.049 | i | 30 | 0.1% | 0.38 | 1194 | i | -3 | -18%
Cc1ccc2c(CN3CCN(Cc4ccc5c(c4)OCO5)CC3)cc(=O)oc2c1C | 2.4 | 2.2 | 14 | -11 | 743 | -5.2 | 1004 | 0.24 | -0.44 | -0.048 | -0.22 | i | 15 | -0.1% | nt | nt | i | -6 | 22%
Clc1ccccc1COc1ccc(/C=N/n2cnnc2)cc1 | 4.0 | 2.7 | 5.6 | -12 | 623 | 3.9 | 513 | -0.062 | -0.23 | 0.091 | 0.96 | i | 48 | -2.4% | -0.31 | 1169 | i | 21 | -10%
CC(=O)N=c1sc2nc3ccccc3nc2n1N(C(C)=O)C(C)=O | 2.2 | 2.2 | 13 | 8 | 755 | 0.5 | 1139 | -0.23 | 0.065 | 0.16 | 0.72 | i | 14 | -4.6% | 0.16 | 1209 | i | 3 | -6%
CCOC(=O)c1cccc(NC(=O)CSc2nnc(-c3cccnc3)n2CC)c1 | 2.0 | 2.2 | 20 | -18 | 732 | 0.1 | 983 | -0.16 | -0.23 | 0.046 | -0.21 | i | 4 | -1.2% | 0.47 | 1575 | i | 3 | 2%
CSc1c(CC(=O)Nc2ccccc2Cl)n(Cc2ccccc2)c2ccccc12 | 3.4 | 1.7 | 8.2 | nt | nt | 0.6 | 1418 | 0.78 | -0.21 | 0.99 | -0.17 | i | 51 | -2.1% | -1 | 1031 | i | 20 | 25%

Results, from the start:
SMILES | MT stabilizer | MT stabilizer Hoechst-high % | MT stabilizer cytotoxicity % | Hep lipid drop | Hep lipid drop cells 6.5 µM | bCat nuc transl | bCat nuc transl cell count 5 µM | Dynein transport | Dynein transport cytoplasmic EGFP | Dynein transport nuclear GR-EGFP | Dynein transport cell count | T cell modulator | T cell modulator vesicle-bound % | CSM14.1 death rescue | Ins promoter up | Ins promoter up cell count | Autophagy HCS | Autophagy HCS cell loss 18 h | PhoP inhibition
O=C(/C=C/c1ccco1)NC(=S)Nc1ccc(N2CCOCC2)c(Cl)c1 | 48* | 23* | 27* | nt | nt | -0.2 | 1356 | 0.26 | -0.21 | 0.49 | 0.1 | i | 59 | -0.3% | -0.77 | 1429 | i | 8 | -3%
COc1cccc(NC(=O)c2cccnc2)c1 | 5.0 | 3.5 | 11 | nt | nt | 3.2 | 868 | -0.034 | -0.22 | 0.14 | -0.32 | i | 15 | 0.3% | 1.8 | 1212 | i | -35 | 4%
S=c1[nH]nc(Nc2ccccc2Cl)s1 | 6.1 | 1.5 | 3.3 | -1 | 711 | 0.6 | 1060 | 0.23 | -0.26 | -0.043 | -0.049 | i | 30 | 0.1% | 0.38 | 1194 | i | -3 | -18%
Cc1ccc2c(CN3CCN(Cc4ccc5c(c4)OCO5)CC3)cc(=O)oc2c1C | 2.4 | 2.2 | 14 | -11 | 743 | -5.2 | 1004 | 0.24 | -0.44 | -0.048 | -0.22 | i | 15 | -0.1% | nt | nt | i | -6 | 22%
Clc1ccccc1COc1ccc(/C=N/n2cnnc2)cc1 | 4.0 | 2.7 | 5.6 | -12 | 623 | 3.9 | 513 | -0.062 | -0.23 | 0.091 | 0.96 | i | 48 | -2.4% | -0.31 | 1169 | i | 21 | -10%
CC(=O)N=c1sc2nc3ccccc3nc2n1N(C(C)=O)C(C)=O | 2.2 | 2.2 | 13 | 8 | 755 | 0.5 | 1139 | -0.23 | 0.065 | 0.16 | 0.72 | i | 14 | -4.6% | 0.16 | 1209 | i | 3 | -6%
CCOC(=O)c1cccc(NC(=O)CSc2nnc(-c3cccnc3)n2CC)c1 | 2.0 | 2.2 | 20 | -18 | 732 | 0.1 | 983 | -0.16 | -0.23 | 0.046 | -0.21 | i | 4 | -1.2% | 0.47 | 1575 | i | 3 | 2%
CSc1c(CC(=O)Nc2ccccc2Cl)n(Cc2ccccc2)c2ccccc12 | 3.4 | 1.7 | 8.2 | nt | nt | 0.6 | 1418 | 0.78 | -0.21 | 0.99 | -0.17 | i | 51 | -2.1% | -1 | 1031 | i | 20 | 25%
O=C(CCn1c(=O)c2ccccc2n(Cc2cc(=O)n3ccccc3n2)c1=O)NCc1ccco1 | 2.5 | 1.8 | 1.7 | -4 | 689 | -3.3 | 600 | 1.3 | 0.016 | 2.3 | -1.6 | i | 31 | -0.1% | -0.12 | 1219 | i | -14 | 3%
N=C(N)SCc1cn(-c2ccccc2)nc1-c1ccc(Br)cc1 | 71 | 11 | 80 | -1 | 701 | 32 | 62 | -2.8 | 3.9 | -1.8 | -4.2 | nt | nt | -4.1% | -0.06 | 521 | i | 3 | 31µM*
CC(C)C(C(=O)NC(C)(C)C)N1C(=O)c2ccccc2C1=O (stereo unspecified) | 1.6 | 1.9 | 5.0 | -15 | 680 | -1.4 | 1088 | -0.063 | -0.22 | -0.22 | 0.24 | i | 35 | -1.8% | 0.03 | 985 | i | 4 | 1%
O=[N+]([O-])c1ccccc1-n1cnc2ccccc21 | 4.3 | 2.0 | 6.6 | -2 | 686 | 2.7 | 1005 | -0.59 | -0.24 | 0.15 | 0.57 | i | 44 | 0.1% | -0.03 | 1489 | i | -2 | 3%
CCOCCCNC(=O)C1CCCN1S(=O)(=O)c1ccc(Cl)cc1 (stereo unspecified) | 4.6 | 2.5 | 5.7 | nt | nt | -1.0 | 968 | -0.84 | -0.14 | -0.26 | 0.41 | i | 19 | -0.7% | 0.53 | 1234 | i | 23 | 1%
Cc1ccc(C(=O)N/C(=C\c2cn(C)c3ccccc23)C(=O)OCCN(C)C)cc1 | nt | nt | nt | -2 | 689 | -0.3 | 1061 | 0.11 | -0.27 | -0.0049 | 0.69 | i | 54 | nt | -0.04 | 1350 | nt | nt | -3%
Cc1cc(C(=O)CN2C(=O)C(=O)N(Cc3ccccc3)C2=O)c(C)n1-c1ccccc1F | 6.3 | 8.3 | 3.1 | 1 | 710 | 0.5 | 1034 | -0.25 | -0.38 | -0.67 | -0.16 | i | 14 | 0.6% | -0.15 | 1240 | i | -3 | -7%
